ALOX12 inhib: qHTS Assay for Inhibitors of 12-hLO (12-human lipoxygenase); Polyunsaturated fatty acid lipoxygenase ALOX12 (Homo sapiens), P18054; purified 12-hLO, xylenol orange hydroperoxide absorbance; Potency, µM (titrated, usually from 57.1 µM), for inactives: top-dose activity change, negative = inhibition, actives largely listed as inhibitors; 150,000 tested, 0.12% active; AID 1452, 2008; further: potency means the concentration at half of the fitted maximal effect; nearly all actives have a fitted effect of over 55% in size; many of its hits are not listed in these tables
Target sequence (P18054 whole entry, looked up): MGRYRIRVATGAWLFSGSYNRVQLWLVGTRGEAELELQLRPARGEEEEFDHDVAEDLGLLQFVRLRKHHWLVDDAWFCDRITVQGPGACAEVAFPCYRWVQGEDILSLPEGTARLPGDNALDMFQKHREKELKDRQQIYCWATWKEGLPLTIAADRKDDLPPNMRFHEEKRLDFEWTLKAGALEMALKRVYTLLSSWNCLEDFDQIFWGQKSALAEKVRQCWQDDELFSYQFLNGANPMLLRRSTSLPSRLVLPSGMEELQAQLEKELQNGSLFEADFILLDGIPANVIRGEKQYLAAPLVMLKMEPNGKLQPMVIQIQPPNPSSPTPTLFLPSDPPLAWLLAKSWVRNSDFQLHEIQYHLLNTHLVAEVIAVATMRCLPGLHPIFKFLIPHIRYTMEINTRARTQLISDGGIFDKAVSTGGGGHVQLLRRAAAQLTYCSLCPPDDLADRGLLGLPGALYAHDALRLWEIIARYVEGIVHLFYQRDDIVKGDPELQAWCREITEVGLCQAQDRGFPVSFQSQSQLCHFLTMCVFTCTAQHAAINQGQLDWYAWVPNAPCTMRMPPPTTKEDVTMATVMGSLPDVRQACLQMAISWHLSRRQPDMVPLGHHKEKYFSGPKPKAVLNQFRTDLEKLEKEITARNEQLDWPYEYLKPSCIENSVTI
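Xylenol orange chromogenic assay: hydroperoxide from 12hLO oxidises Fe(II), giving red-shifted Fe(III)-XO absorbance. Conditions: 150 nM enzyme, 40 uM arachidonic acid, 25 mM Hepes pH 7.0, 0.01% Triton X-100, 30 min, room temperature.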
IMPase inh: qHTS Assay for Identifying the Cell-Membrane Permeable IMPase Inhibitors; 120,000 tested, under 10 active; AID 901, 2007; inhibition (IP1 accumulation), % at 46.1 µM; Inositol monophosphatase 1 (Rattus norvegicus), P97697; CHO-M1 cells, IP1 accumulation, HTRF TR-FRET ratio; active means well fitted curve in the direction sought with a large enough effect in the signal ratio, not every such curve was filed as active; inconclusive means small, poorly fitted or top-dose-only effect, or a change in a side signal; inactive means no such curve, though single readings can be large or run the other way; the % refers to the signal ratio;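 further: cells stimulated with carbachol in lithium chloride buffer; plate controls were DMSO basal wells for no effect and reference inhibitor wells for full effect; higher means more IMPase inhibition seen as more IP1 and lower FRET ratio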
Target sequence (P97697 whole entry, looked up): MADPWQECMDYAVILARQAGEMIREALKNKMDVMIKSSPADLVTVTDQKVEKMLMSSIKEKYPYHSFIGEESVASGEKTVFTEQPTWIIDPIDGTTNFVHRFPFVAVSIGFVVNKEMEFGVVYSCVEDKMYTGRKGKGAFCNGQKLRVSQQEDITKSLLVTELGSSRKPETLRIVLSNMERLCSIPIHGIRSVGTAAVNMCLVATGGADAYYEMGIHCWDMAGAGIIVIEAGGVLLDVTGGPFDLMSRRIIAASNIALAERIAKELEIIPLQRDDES
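Seeded CHO-M1 cells were dosed with compound at up to 46 uM, stimulated with carbachol for 30 min, then lysed in IP-One detection reagents. Higher IP1 lowers the TR-FRET signal.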
ALOX15B inhib: qHTS Assay for Inhibitors of 15-hLO-2 (15-human lipoxygenase 2). purified 15hLO-2, xylenol orange hydroperoxide absorbance. Potency, µM (series often up to 57.1 µM), without a hit: at the top dose activity change, negative = inhibition, usual class: inhibitors. 110,000 tested, 0.56% active. AID 881, 2007; further: potency means the concentration at half of the fitted maximal effect; nearly all actives have a fitted effect of over 60% in size; many of its hits are not listed in these tables
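Screening format was qHTS against 50 nM purified 15hLO-2 in Hepes pH 7.5 with detergent. Activity follows hydroperoxide formation from 45 uM arachidonic acid, measured as 573:405 nm absorbance ratio of the ferric-xylenol orange complex.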
PNC inhibitor: High Content Assay for Compounds that inhibit the Assembly of the Perinucleolar Compartment | activity change (PNC), negative = inhibition, % at 10 µM | AID 2417, 2010 | 140,000 tested, 3.1% active | PC3M PTB-GFP, PNC prevalence imaging, 16 h; stronger effect = lower value;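 active means readout at or below -70, meaning at least 70% loss of cells showing the perinucleolar compartment, a nuclear body marking cancer cells; inconclusive means readout between -30 and a set limit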;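 further: plate controls were DMSO wells for no effect and camptothecin positive control wells for full effect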
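Compounds are pinned in duplicate onto adhered PC3M cells stably expressing GFP-tagged PTB and incubated 16 h at 37 C. Cells are then fixed, nuclei stained with Hoechst, and PNC-positive cells counted.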
Starred values were filed as active, the others as inactive; u = inconclusive; x = not tested or not shown; [ ] = dose if it differs, or a comment. Unless noted, the call rests on the fitted dose curve; in most records, active means well fitted curve in the direction sought with a large enough effect; inconclusive means small, poorly fitted or top-dose-only effect, or another doubt; inactive means no such curve, though single readings can be large; an effect the other way counts as inactive or inconclusive. Unless noted, on the % scale 0 is the no-effect control and ±100 the full control effect.

smiles | ALOX12 inhib | ALOX15B inhib | PNC inhibitor | IMPase inh
CCc1ccc2c(-c3cccc(Cl)c3)nc(=O)n(CC)c2n1 | -17% | -27% | x | -8
O=C(CC(=O)c1ccncc1)c1ccccc1 | -17%[11.4 µM] | -3%[11.4 µM] | x | x
Cc1ccc(/C=C/C(=O)NC2CCCCCCC2)o1 | 0% | x | 30 | x
Cc1ccc2nc(N(CCCN(C)C)C(=O)c3cc4ccccc4oc3=O)sc2c1 | -2% | x | -2 | x
COC(=O)c1c(NS(=O)(=O)Cc2ccccc2)sc2c1CCCC2 | -4% | -8% | 4 | 3
NS(=O)(=O)c1ccc(NC(=O)COC(=O)C2(c3ccccc3F)CCCC2)cc1 | 1% | x | 34 | x
O=C(NC1CCCCC1)c1ccc(S(=O)(=O)N2CCCCC2)cc1 | 1% | x | -4 | 9
CCOC(=O)CSc1nnc(CNC(=O)c2ccccc2OC)n1-c1ccc(OC)cc1 | -1% | 0% | 14 | 0
Cn1nccc1C(=O)Nc1ccccc1C(=O)O | 2% | -6% | 15 | 0
Cc1cccc(OCCCc2c(C)n[nH]c2C)c1 | 8% | 34%[activator] | 1 | 7
NCC/C=C1/c2ccccc2CSc2ccccc21 | 5% | x | -3 | x
Cc1nn(C)c2nc(NNC(=O)Nc3cc(Cl)nc(Cl)c3)cc(C(C)C)c12 | -6%[0.00818 µM] | -8%[0.0915 µM] | x | x
O=C(Cn1nnc(-c2ccccc2F)n1)NCCc1ccccc1 | 2% | -6% | -16 | 0
Cc1onc(-c2c(Cl)cccc2Cl)c1C(=O)NCC1CCCO1 (stereo not given) | -1% | 12% | u | 3
Cc1cc(/C=C(\C#N)C(=O)NCc2ccco2)c(C)n1C1CCCC1 | -5% | -11% | -12 | 4
COc1ccc(/C=N/NC(=O)c2ccoc2C)cc1COc1c(C)cccc1C | 0% | -4% | -19 | 10
O=C(Nc1ccccc1)/C(=C/c1ccc2c(c1)OCO2)NC(=O)c1ccco1 | 1% | x | 35 | x
Cc1cc(-c2nnc(SCc3ccccn3)o2)no1 | -3% | -1% | -10 | u
O=c1cc(N2CCc3ccccc32)[nH]c(=O)n1-c1ccc(Br)cc1 | -8% | -5% | -14 | 4
CCC(CO)n1c(SCc2cc([N+](=O)[O-])cc3c2OCOC3)nc2ccccc2c1=O (stereo not given) | -3% | x | 15 | x
O=C(NCc1ccco1)c1ccc(COc2cccc3ccccc23)cc1 | 2% | x | 0 | 6
O=C(CN1CCN(C(=O)c2ccccc2)CC1)Nc1ccc(Br)cn1 | -2% | -8% | 19 | 1
CC(C)c1cc(C(C)C)c(S(=O)(=O)NNC(=O)c2ccncc2)c(C(C)C)c1 | -1% | x | -11 | x
O=C(NCCCN1CCOCC1)C1(c2ccccc2)CCCC1 | 5% | -3% | u | -2
Cc1c(Cl)cccc1NC(=O)COC(=O)c1c2c(nc3ccccc13)CCN(Cc1ccccc1)C2 | 0% | x | 15 | x
COc1cc(C)nc(OCCNS(=O)(=O)c2cc(C)ccc2C)n1 | -1% | 0% | 31 | -6
CCOC(=O)N1CCN(C(=S)Nc2ccc(C)c(C)c2)CC1 | 0% | x | u | -3
COc1ccccc1NC(=S)NCc1ccc2c(c1)OCO2 | -5% | x | u | x
CCCOC(=O)c1c(N)sc(C(=O)OCC)c1C | -3% | x | -14 | x
Oc1csc(Cc2nc(-c3ccc(-c4ccccc4)cc3)cs2)n1 | 1% | -20% | -2 | 0
O=c1c2c(nc3nc(Cc4ccccc4)[nH]n13)CCC2 | 3% | -2% | -90* | 4
O=C(/C=C/c1ccccc1)N1CCN(CCN2C(=O)c3cccc4cccc(c34)C2=O)CC1 | -4% | x | u | x
Cc1cccn2c(=O)c(C=Nc3ccc(Cl)cc3)c(NCCO)nc12 | 9% | x | -100* | -17
Cc1cc(C)cc(NC(=O)CN2CCN(c3ncccn3)CC2)c1 | 3% | 4% | -9 | 5
COC(=O)c1ccc(C)c(NC(=O)c2ccc(Cl)c([N+](=O)[O-])c2)c1 | -3% | x | -23 | x
CC1(C)CC(=O)C(C=NCCN2CCN(C(=O)NC34CC5CC(CC(C5)C3)C4)CC2)=C(O)C1 | -3% | 4% | -10 | -7
O=C(NC1CCCCCC1)c1ccc2c(=O)n3c(nc2c1)CCCCC3 | -6% | 9% | u | -7
COCc1cc(C)n(CC(=O)Nc2ccc(Cl)cc2Cl)c(=O)c1C#N | -2% | -1% | -11 | -12
Cc1ccc(NC2CC(=O)N(Cc3ccccc3)C2=O)cc1 (stereo not given) | -4% | 6% | -16 | 5
Cc1[nH]c2ccccc2c1Cc1nnc(SCC(=O)NCc2ccco2)o1 | -6% | -6% | -14 | 15
CCOC(=O)c1c(C)[nH]c(C(=O)C(C)OC(=O)c2oc3ccccc3c2COC)c1C (stereo not given) | -4% | -3% | 22 | -3
COCCCNC(=O)CCn1c(=O)c2ccccc2n(CC(=O)Nc2ccccc2C)c1=O | 0% | 6% | u | -5
COc1cccc(CNC(=O)C2CCCN(c3nn4c(=O)cc(C)nc4s3)C2)c1OC (stereo not given) | 6% | -1% | -20 | -2
CCCCCCC(=O)N(O)C1CC(=O)N(c2ccc(Br)cc2)C1=O (stereo not given) | u | u | u | 9
C#CCn1c(S(=O)(=O)Cc2ccc(OC)cc2)nc(-c2ccccc2)c1-c1ccccc1 | 2% | -14% | 8 | 3
CCOc1ccc2nc(NC(=O)CS(=O)(=O)c3ccccc3)sc2c1 | -2% | 2% | 14 | 6
O=C1c2ccc3c4c(ccc(c24)C(=O)N1Cc1cccnc1)C(=O)N(Cc1cccnc1)C3=O | 1% | -3% | 9 | -6
COc1ccc(NC(=O)COC(=O)c2ccc(Br)o2)cc1OC | -6% | 2% | 17 | -7
Clc1ccc(CSc2nnc(-c3sccc3-n3cccc3)o2)cc1 | -10% | -10% | 73 | 0
CCOC(=O)c1sc(NC(=O)C2CCCO2)c(C(=O)OCC)c1C (stereo not given) | -6% | -13% | 19 | -19
Cc1ccc(CNC(=O)COc2ccc3c(c2)CCC3)cc1 | u | x | -6 | x
C[C@H](O)C(=O)Nc1c(I)c(C(=O)NC(CO)CO)c(I)c(C(=O)NC(CO)CO)c1I | 0%[25.6 µM] | 29%[25.6 µM] | x | 1[20.6 µM]
CCc1nccn1S(=O)(=O)c1ccc(OC)c(OC)c1 | 4% | 4% | 28 | -5
CS(=O)(=O)N1CCN(Cc2ccccc2C(F)(F)F)CC1 | 0% | 3% | -1 | 2
COc1cccc(/C=N/NC(=O)c2cc(-c3cccn3C)n[nH]2)c1 | -4% | 4% | -26 | 9
Cc1ccc(Nc2nc(CSc3nnc(-c4cccnc4)n3-c3ccccc3F)cs2)cc1 | -4% | x | u | x

Next records.
smiles | ALOX12 inhib | ALOX15B inhib | PNC inhibitor | IMPase inh
CC(CCc1ccc(O)cc1)NC1C2CC3CC(C2)CC1C3 (stereo not given) | 1% | x | 8 | x
COc1ccc(/C=N/NC(=O)Cn2nc(C)c([N+](=O)[O-])c2C)cc1 | -3% | x | 7 | x
Cc1cc(C)cc(NS(=O)(=O)c2ccc(NC(=S)NC(=O)c3cccs3)cc2)c1 | u | x | u | x
CN1CCOc2cc(S(=O)(=O)Nc3ccc(F)cc3)ccc21 | -7% | -12% | 5 | 5
O=C(Cc1cccs1)NNC(=S)NC(=O)c1ccc(F)c(F)c1 | -11% | x | u | x
COc1ccc(CC(NC(C)=O)C(=O)N2CCN(C(=O)Nc3cccc(Cl)c3)CC2)cc1OC (stereo not given) | 1% | x | 35 | x
COCCCNC(=O)CCC(=O)Nc1ccc2nc(N3CCOCC3)cc(C)c2c1 | 0% | 3% | 11 | -6
COc1cccc(NC(=O)CSc2nc3ccccc3c(=O)n2CCCC(=O)N2CCCC2)c1 | -3% | -2% | u | u
O=C(c1ccc(S(=O)(=O)N2CCC(c3nc4ccccc4s3)CC2)cc1)N1CCOCC1 | 1% | -6% | -6 | -8
O=C(O)CC(NC(=O)OCc1ccccc1)c1ccc(Br)cc1 (stereo not given) | -4% | -6% | -5 | -1
NC12CC3CC(CC(C3)C1)C2 | 0% | 12% | 37 | -3[20.6 µM]
CC(=O)c1ccc(NC(=O)CSCC(=O)Nc2ccc3ccccc3c2)cc1 | -8% | -2% | u | -1
COC(=O)c1cccnc1-n1c(=O)c2cccnc2n(Cc2cccc(OC)c2)c1=O | -7% | 0% | u | 2
O=C(NCc1ccccn1)c1ccc(CNS(=O)(=O)c2ccc(F)cc2)cc1 | -3% | x | u | 1
COc1ccc(C(=O)Cn2nnc(-c3cccs3)n2)cc1 | -19% | 5% | u | 8
Cc1cc(NC(=O)CCN2C(=O)C3C4CCC(C4)C3C2=O)c(C)cc1Br (stereo not given) | -3% | 1% | 44 | 2
CC1(C)Cc2cccc(OCC(=O)N3CCN(c4ccc([N+](=O)[O-])cc4)CC3)c2O1 | -3% | x | 8 | 9
Cc1oc(/N=C/c2ccc3c(c2)OCO3)c(C#N)c1C | -11% | 0% | -10 | 12
OC[C@H]1O[C@@H](O[C@@H]2[C@@H](CO)O[C@](O)(CO)[C@H]2O)[C@H](O)[C@@H](O)[C@H]1O | -2% | 1% | x | 5
CCCCNC(=O)CCn1c(=O)c2ccccc2n(Cc2ccccc2C)c1=O | -3% | x | -19 | x
Cc1cccc(C)c1NC(=O)Cn1c(=O)n(CCC(=O)NCc2ccco2)c(=O)c2sccc21 | 2% | -26% | -9 | -19
Cc1cc(NC(=O)C2C3C(=O)N(CC4CCCO4)C(C(=O)NCc4ccccc4)C34C=CC2(C)O4)no1 (stereo not given) | 2% | x | u | -7
Cc1cc(N2CCCC2)n2nc(C)nc2n1 | 0% | x | -84* | x
Cc1noc(C)c1CSc1ncnc2ccccc12 | -4% | 2% | u | 1
O=S(=O)(c1ccccc1)N1CCC2(CCN(Cc3ccncc3)CC2)CC1 | -1% | 7% | x | x
Oc1ccc(Cl)cc1C=Nc1ccccc1Br | -6% | x | 25 | x
COc1ccc2c(c1)OC13CCN(C)CC1C2C(C(=O)c1ccc(F)cc1)C(=O)N3 (stereo not given) | 0% | x | 22 | x
Cc1cc2ccccc2c(=O)n1CC(=O)NCC(=O)N(C)C1CCCCC1 | -4% | 10% | -2 | 7
Cc1ccc2nc(Cl)c(CN(C(=O)c3cnccn3)C3CCCCC3)cc2c1 | -2% | -11% | u | 5
CCOCN(C(=O)Cn1c(C(C)O)nc2ccccc21)c1c(C)cccc1CC (stereo not given) | -2% | x | u | 5
CCN(CC)S(=O)(=O)c1cc(NS(=O)(=O)c2ccccc2)ccc1C | -2% | x | 45 | x
c1ccc(-c2nc3nonc3c3nc4ccccc4n23)cc1 | 0% | -2% | 2 | -9
COc1ccc(OC)c(C2/C(=C(/O)c3ccc(C)cc3)C(=O)C(=O)N2Cc2ccco2)c1 (stereo not given) | -2% | x | u | -9
Cc1nc2ccccc2nc1OCC(=O)NCC(F)(F)F | 0% | x | 17 | x
CN1CCN(/N=C/c2nc(-c3ccc(Cl)cc3)n3ccccc23)CC1 | 2% | x | 10 | -4
CC1CCCN(C(=O)C(Cc2ccccc2)n2cccc2)C1 (stereo not given) | -4% | -9% | 21 | 5
Cc1cccc(N2CCN(C(=O)c3cccn4c(=O)c5c(C)c(C)sc5nc34)CC2)c1C | -1% | -6% | 40 | 9
Cc1cccc2sc(NC(=O)CSCc3ccccc3)nc12 | -6% | 5% | 2 | 10
Cc1nn(C)c(C)c1C1Nc2ccccc2C(=O)N1O (stereo not given) | -9% | x | -2 | u
c1ccc(CO[C@H]2NCCN2Cc2ccccc2)cc1 | 1%[11.4 µM] | 0%[11.4 µM] | x | x

Bioassay records as filed in PubChem.

This is a subset, so the mix of outcomes need not match the whole.
